Screens as filed in PubChem.
tuberculosis growth: growth inhibition of non-replicating M. tuberculosis (AID 488890); Mycobacterium tuberculosis non-replicating, growth inhibition; higher % means a stronger effect; actives 0.39% (n = 320,000); inhibition, % at 25 µM, or IC50 in µM where a hit was titrated; in the data active = a potency from the dose series; inconclusive = inhibition mostly from about 82% at the one dose, without a potency; inactive = the rest, 99 in 100 with inhibition below about 76%;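 also: plate controls were DMSO cells for no effect and high antibiotic wells for full effect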
H1N1 NS1A inhibition: H1N1 influenza NS1A inhibitors, functional cell based assay (AID 504329); NS1A functional cell-based assay, percent inhibition; higher % means a stronger effect; inhibition, % at 12.5 µM; hits with a dose series show IC50 in µM; actives 0.3% (n = 340,000); in the data active = a potency from the dose series; inconclusive = inhibition above about 27% without an active follow-up result; also: strong numbers were not always called active
M. tuberculosis HTS: M. tuberculosis growth inhibition, HTS (AID 449762). inhibition, % at 25 µM, or IC50 in µM where a hit was titrated. M. tuberculosis H37Rv growth inhibition, 7H9 media; higher % means a stronger effect. actives 0.59% (n = 330,000); in the data active = a potency from the dose series; inconclusive = inhibition above about 70% without an active follow-up result;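 also: bacterial growth assessed after seven days of incubation; strong numbers were not always called active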
VEEV TC-83 Vero: inhibitors of VEEV TC-83 cytopathic effect, confirmation, Vero cells (AID 588727); inhibition, % at 20 µM; hits with a dose series show IC50 in µM; actives 0.13% (n = 350,000); Vero cells, VEEV TC-83 cytopathic effect inhibition; higher % means a stronger effect; in the data active = a potency from the dose series; inconclusive = inhibition mostly from about 14% at the one dose, without a potency; inactive = the rest, 99 in 100 with inhibition below about 12%; also: strong numbers were not always called active
PhoP GFP inhibition: PhoP regulon inhibitors, Salmonella typhi PhoP promoter GFP reporter, confirmatory (AID 1850) | Salmonella Typhi PhoP-promoter GFP reporter, fluorescence, 4 h; higher % means a stronger effect | inhibition, % at 50 µM, or IC50 in µM where a hit was titrated | actives 0.33% (n = 310,000); in the data active = a potency from the dose series; inconclusive = inhibition mostly from about 25% at the one dose, without a potency; inactive = the rest, 99 in 100 with inhibition below about 19%;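 also: 0% = induced wells with vehicle and 100% = uninduced wells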
VEEV TC-83 Vero 10K pilot screen: second read-out of VEEV TC-83 Vero, no call of its own (marks repeat the call); inhibition, %; measured here: 10K pilot screen inhibition
* marks the source's active call; other numbers are inactive results; i = inactive; ? = inconclusive; . = no result given.

SMILES | tuberculosis growth | H1N1 NS1A inhibition | M. tuberculosis HTS | VEEV TC-83 Vero | PhoP GFP inhibition | others
CCN(CC)S(=O)(=O)c1ccc(Br)c(OC)c1 | 2% | -5% | -12% | 3.5% | 1%
CCS(=O)(=O)Nc1cccc(C2=NN(S(C)(=O)=O)C(c3ccccc3)C2)c1 (configuration not stated) | -9% | 3% | 0% | 0.4% | -3%
O=C(CSc1nnc(-c2cccc(S(=O)(=O)N3CCCC3)c2)n1-c1ccccc1)Nc1cccc(C(=O)O)c1 | 13% | -7% | 3% | i | -4%
O=C(NC1CCCCC1)C(c1ccncc1)N(C(=O)c1csnn1)c1ccc(F)cc1 (configuration not stated) | 1% | -13% | 6% | i | 0%
O=C(NCCCN1CCOCC1)c1ccc(Sc2ccc(F)cc2)c([N+](=O)[O-])c1 | 5% | 4% | 0% | 0.8% | -3%
COc1ccc(CCNC(=O)c2ccc3nc(-c4ccco4)c(-c4ccco4)nc3c2)cc1OC | 69% | 11% | -3% | 9.4% | -9%
CCCc1cc(N2CCOCC2)n2ncc(-c3ccccc3)c2n1 | -15% | 16% | 17% | 3.8% | -9%
Cc1sc(NC(=O)Nc2ccccc2)c(C(N)=O)c1C | 18% | -1% | -6% | 6.8% | -11%
COc1cccc(N/C(SCc2ccccc2Cl)=C(/C#N)C(=O)NCc2cccs2)c1 | 10% | 10% | 10% | i | -1%
Oc1ccc(Cl)cc1Cc1cc(Cl)ccc1O | 12% | 8% | 21% | i | 34µM*
CCOC(=O)c1ccc(N2C(=O)CC(N3CCN(Cc4ccccc4)CC3)C2=O)cc1 (configuration not stated) | 11% | 9% | 2% | 2.0% | -9%
CC(O)CSc1nc2c(c(=O)n(C)c(=O)n2C)n1CCCc1ccccc1 (configuration not stated) | -19% | 2% | -7% | 5.1% | -1%
COCC(=O)N1CCCC(C(=O)c2ccc(C(F)(F)F)cc2)C1 (configuration not stated) | 27% | -4% | 1% | 0.0% | 7%
Cn1c(C(=O)O)cc2cc(F)ccc21 | 3% | -7% | 8% | i | -6%
Cc1ccc(NC(=O)c2cc(-c3ccccc3O)n[nH]2)cc1C | -21% | -2% | -5% | 1.8% | 2%
CCOC(=O)C1CCN(CCC(=O)Nc2cccc(Cl)c2C)CC1 | -13% | -6% | -1% | i | -6%
Cc1nn(-c2ccccc2)c2nc(N)c(C#N)c(-c3ccc(F)cc3)c12 | 52% | 4% | 1% | 8.2% | -8%
COC(=O)Nc1ccc(SCC(=O)c2ccccc2)cc1 | 12% | 2% | 3% | 1.0% | 9%
COc1ccc(N2CCN(C(=O)COC(=O)CNC(=O)c3cccc(OC(F)F)c3)CC2)cc1 | -8% | 0% | -2% | 1.2% | .
CC1=CS(=O)(=O)CC1Sc1nc2ccccc2[nH]1 (configuration not stated) | 64% | -1% | 0% | i | 12%

A draw from above in order of heavy-atom count, smallest number first:
SMILES | tuberculosis growth | H1N1 NS1A inhibition | M. tuberculosis HTS | VEEV TC-83 Vero | PhoP GFP inhibition | others
CCN(CC)S(=O)(=O)c1ccc(Br)c(OC)c1 | 2% | -5% | -12% | 3.5% | 1%
CC1=CS(=O)(=O)CC1Sc1nc2ccccc2[nH]1 (configuration not stated) | 64% | -1% | 0% | i | 12%
CCCc1cc(N2CCOCC2)n2ncc(-c3ccccc3)c2n1 | -15% | 16% | 17% | 3.8% | -9%

Remaining list, next part
SMILES | tuberculosis growth | H1N1 NS1A inhibition | M. tuberculosis HTS | VEEV TC-83 Vero | PhoP GFP inhibition | others
O=C(N/N=C/c1cccc(O)c1)c1csc2ccccc12 | 16% | 0% | 1% | 9.7% | 17%
O=C(NCc1cccs1)C(Cc1ccccc1)n1cccc1 (configuration not stated) | 1% | 15% | 0% | 0.6% | 4% | VEEV TC-83 Vero 10K pilot screen=0.6
O=CNCc1nc2ccccc2n1CCc1ccccc1 | -7% | -1% | -12% | 0.3% | -3%
CC(=O)N1c2c(cc(Br)cc2S(=O)(=O)NCc2ccccc2)CC1C (configuration not stated) | 3% | 2% | 4% | 1.1% | 1%
Cc1c(NC(=O)CN2C(=O)NC(C)(c3ccc4c(c3)OCCO4)C2=O)c(=O)n(-c2ccccc2)n1C (configuration not stated) | -6% | -5% | -6% | 1.7% | 6%
O=C(OCC(=O)N1CCCc2ccccc21)c1cccnc1Cl | 33% | -7% | 0% | 0.9% | -8%
COc1ccc(C(=O)OCC(=O)NCc2ccc3c(c2)OCO3)cc1S(=O)(=O)N1CCOCC1 | -2% | -6% | -3% | 6.6% | .
CC(C)(COC(=O)Nc1ccccc1)COC(=O)Nc1ccccc1 | 5% | 3% | 5% | 0.2% | 2%
Cc1cccc(Cn2c(O)c(N=NC(=S)Nc3ccccc3F)c3ccccc32)c1 | -12% | 4% | 3% | 2.6% | 7%
Cc1cc(NS(=O)(=O)c2ccc(NC(=O)c3ccoc3C)cc2)nc(C)n1 | . | 2% | . | 1.0% | .
COc1ccc(-c2nc(-c3ccccc3)nc(Cl)c2C#N)cc1 | 69% | -12% | ? | i | -4%
CCC(C)[C@H](NC(=O)NCc1ccccc1Cl)C(=O)O (some centres not stated) | 8% | -1% | -1% | 2.1% | -6%
CNc1nc(C)c(C(=O)OCc2ccccc2)s1 | 4% | 4% | -6% | 4.7% | -2%
CC(=O)OC(C(=O)NCCN1CCOCC1)c1c(F)cccc1F (configuration not stated) | 8% | 1% | -9% | 0.7% | -2%
NS(=O)(=O)c1ccc(NC(=O)CSc2n[nH]c(=O)n2Cc2ccccc2)cc1 | -10% | -8% | 1% | 2.0% | 4%
CCOc1ccc(S(=O)(=O)N2CCC(C(=O)NCc3ccccn3)CC2)cc1C | -4% | -8% | -3% | 0.2% | 2%
COC(=O)NNC(=O)COc1ccccc1C | -16% | -1% | -7% | 0.8% | -2%
O=C(C[C@H]1C/C=C\C[C@H](NC(=O)OCC2c3ccccc3-c3ccccc32)C(=O)OC[C@@H]2CCCN2C1=O)N[C@H](CO)Cc1ccccc1 | 46% | 1% | 0% | 0.2% | .
O=C(CC12CC3CC(CC(C3)C1)C2)N1CCCOC1 | 29% | 19% | -12% | i | 4%
O=C(O)Cn1c(-c2ccccn2)nc2ccccc21 | 6% | -4% | 2% | i | 4%
COc1cc(CCCN2CCNC[C@@H]2C(C)O)cc(OC)c1OC (some centres not stated) | -3% | 12% | -1% | i | -1% | VEEV TC-83 Vero 10K pilot screen=0.9
Cc1cc(Cl)c(S(=O)(=O)N(C)C)cc1OCC(N)=O | 2% | -1% | 0% | 0.5% | 6%
N/C(Cc1ccccc1)=N\OC(=O)c1cccc2ccccc12 | ? | -12% | 13% | 11% | -6%
Cc1ccc(/C=N/N2CCN(Cc3ccccc3)CC2)cc1 | 48% | 7% | 7% | 0.1% | -2%
O=C(C1=C[C@H](c2csc3ccccc23)C[C@H](OCc2ccc(CO)cc2)O1)N1CCN(Cc2ccc3c(c2)OCO3)CC1 | 15% | -8% | 22% | 5.8% | 0%
O=C(CN1CCCCC1)NC(=O)NCc1ccccc1 | 6% | 2% | -3% | 0.3% | -6% | VEEV TC-83 Vero 10K pilot screen=0.2
O=C1Cc2cc(S(=O)(=O)N3CCCCC3)ccc2N1 | 20% | 1% | -8% | 0.6% | 8% | VEEV TC-83 Vero 10K pilot screen=0.1
O=C(CN1C(=O)C2CC=C(Cl)CC2C1=O)Nc1ccc(C(=O)O)cc1 (configuration not stated) | 0% | -1% | -11% | 1.0% | 0%
CCOC(=O)c1nnn(-c2nonc2-n2cccc2)c1CN1CCC(C(=O)OCC)CC1 | 6% | 5% | 2% | 0.2% | -1%
O=C(N/N=C/c1ccoc1)c1cccc([N+](=O)[O-])c1 | 2% | -7% | -12% | 0.7% | -6%
COC(=O)c1sc2ccccc2c1NC(=O)c1ccc(S(=O)(=O)N2CC(C)CC(C)C2)cc1 (configuration not stated) | -17% | -3% | -1% | 1.8% | -4%
Cn1cc(CN2CCCC(C(=O)Nc3cccc(-c4cc5ccccc5[nH]4)c3)C2)cn1 (configuration not stated) | 34% | 16% | 12% | i | 0%
CCCNC(=O)C1(CC2CC(c3ccccc3)=NO2)CCN(C(=O)Cc2ccc(F)cc2)CC1 (configuration not stated) | 4% | -1% | 2% | 0.3% | -2%
OC(C#CCN1CCCC1)c1ccccc1 (configuration not stated) | -3% | 1% | 3% | 0.9% | -4%
O=C(O)c1ccc2c(=O)n3c(nc2c1)/C(=C/c1ccc(Cl)cc1Cl)CC3 | 17% | 1% | -5% | 1.4% | 4%
Cc1ccc(C(=O)Nc2cccnc2)cc1Cl | 6% | -5% | 4% | 0.1% | -1%
O=c1c2c([nH]c3ccccc13)C(=C1CCCC1)CC2 | 11% | 8% | -5% | 1.2% | -3%
CCOc1ccc(C(=O)OCC(=O)N2CCCC2)cc1 | 32% | 7% | 6% | i | 5%
CCOc1ccccc1-n1c(C)cc(C=O)c1C | 17% | -1% | 12% | 1.4% | -7%
O=C(CNC(=O)c1ccc2ccccc2c1)NCc1ccc(F)cc1 | -1% | 2% | 1% | i | -1%
COC(=O)c1ccc(NC(=O)CN2C(=O)c3ccccc3S2(=O)=O)cc1 | -9% | 8% | -8% | 1.1% | -1%
O=C(CNC(=O)c1ccncc1)N/N=C/c1ccc(O)cc1O | -30% | 10% | 9% | 0.9% | 1%
CC(=O)N1c2ccc(S(=O)(=O)N3CCC(C(=O)N4CCC(C)CC4)CC3)cc2CC1C (configuration not stated) | -12% | 4% | -4% | 1.9% | -3%
CCOc1ccc(C2SCC(=O)N2c2c(C)n(C)n(-c3ccccc3)c2=O)cc1 (configuration not stated) | 6% | -7% | -8% | 0.8% | 2%
CCCC/C(O)=C1\C(=O)CC(C)(C)CC1=Nc1ccccc1OC | 5% | 0% | -4% | i | -7%
O=c1c(Cc2c(F)cccc2Cl)c(O)ccn1C1CCCCCC1 | 4% | -6% | 5% | 1.9% | -9%
Cc1ccc(NC(=O)CCS(=O)(=O)c2cccc3nonc23)cc1 | 57% | -2% | 14% | 2.2% | 10%
CCC(CO)Oc1cc(NCc2cccc(OC)c2)c2ncn(C(C)C)c2c1 (configuration not stated) | 15% | 9% | 0% | 0.6% | .
O=C(NC1CCCC1)C(c1cccs1)N(C(=O)c1csnn1)c1ccccc1F (configuration not stated) | 9% | 5% | 1% | 2.0% | 9%
CN(C)c1ccc(C2C3CCCc4ccccc4C3=NN2C)cc1 (configuration not stated) | 2% | 0% | 9% | 0.8% | 3%
CCCNc1ccc(S(=O)(=O)N(CC)CC)cn1 | -18% | -5% | 0% | i | -5%
Cc1ccccc1N1CCN(S(=O)(=O)CC23CCC(CC2=O)C3(C)C)CC1 (configuration not stated) | -7% | -5% | -33% | 0.2% | -5%
C=CCNc1ncnc2c1[nH]c1ccccc12 | 14% | 0% | 3% | 1.5% | -1%

By substructure, those above containing a Cl atom.
SMILES | tuberculosis growth | H1N1 NS1A inhibition | M. tuberculosis HTS | VEEV TC-83 Vero | PhoP GFP inhibition | others
COc1cccc(N/C(SCc2ccccc2Cl)=C(/C#N)C(=O)NCc2cccs2)c1 | 10% | 10% | 10% | i | -1%
Oc1ccc(Cl)cc1Cc1cc(Cl)ccc1O | 12% | 8% | 21% | i | 34µM*
CCOC(=O)C1CCN(CCC(=O)Nc2cccc(Cl)c2C)CC1 | -13% | -6% | -1% | i | -6%
O=C(OCC(=O)N1CCCc2ccccc21)c1cccnc1Cl | 33% | -7% | 0% | 0.9% | -8%
COc1ccc(-c2nc(-c3ccccc3)nc(Cl)c2C#N)cc1 | 69% | -12% | ? | i | -4%
CCC(C)[C@H](NC(=O)NCc1ccccc1Cl)C(=O)O (some centres not stated) | 8% | -1% | -1% | 2.1% | -6%
Cc1cc(Cl)c(S(=O)(=O)N(C)C)cc1OCC(N)=O | 2% | -1% | 0% | 0.5% | 6%
O=C(CN1C(=O)C2CC=C(Cl)CC2C1=O)Nc1ccc(C(=O)O)cc1 (configuration not stated) | 0% | -1% | -11% | 1.0% | 0%
O=C(O)c1ccc2c(=O)n3c(nc2c1)/C(=C/c1ccc(Cl)cc1Cl)CC3 | 17% | 1% | -5% | 1.4% | 4%
Cc1ccc(C(=O)Nc2cccnc2)cc1Cl | 6% | -5% | 4% | 0.1% | -1%
O=c1c(Cc2c(F)cccc2Cl)c(O)ccn1C1CCCCCC1 | 4% | -6% | 5% | 1.9% | -9%
